NCI-60 one-dose screen, 48 h, at 10 µM unless noted. Numbers give growth in % (100 = growth as untreated, 0 = no growth, -100 = all killed).
SK-OV-3: SK-OV-3 ovarian cancer cells; actives 3.2% (n = 80,000)
ACHN: ACHN renal cancer; AID 1794771; actives 4.9% (n = 81,000)
786-0: 786-0 renal cancer cells; actives 5.1% (n = 81,000)
TK-10: TK-10 renal cancer cells | actives 3.9% (n = 81,000) | AID 1794769
SN12C: SN12C renal cancer cells | actives 3.8% (n = 81,000)
IGROV1: IGROV1 ovarian cancer; actives 4.7% (n = 79,000); AID 1794786
UO-31: UO-31 renal cancer; actives 5.2% (n = 81,000)
RXF 393: RXF 393 renal cancer cells; actives 6.9% (n = 77,000); AID 1794773
* marks the source's active call; other numbers are inactive results; . = not tested or not shown; & = joins results of further samples; [ ] = another dose, or the depositor's remark. The calls were made as follows: active = growth percent below 10; inactive = the rest.

SMILES	SK-OV-3	ACHN	786-0	TK-10	SN12C	IGROV1	UO-31	RXF 393
CCOc1ccc(-n2nc(C(=O)Nc3ccc(F)c(F)c3F)nc2-c2cc(OC)c(OC)c(OC)c2)cc1	85	85	80	101	86	96	51	90
Cc1nn(-c2ccccc2)c(N2CCCCC2)c1-c1nc2ccc([N+](=O)[O-])cc2[nH]1	92	89	100	145	98	82	72	115
CC(C)Sc1nc(N)nc2c1ncn2C1OC(CO)C(O)C1O (centres undefined)	103	106	101	109	103	105	103	104
CSc1nnc(-c2cnn3c2NC(c2ccccc2)C3)n1-c1ccccc1 (centres undefined)	92	97	92	95	101	97	93	117
CC(C)OC(=O)COc1ccc(Cl)cc1Cl	97	99	109	82	108	97	85	120
C[C@@H]1CC[C@@]2(OC1)O[C@H]1C[C@H]3[C@@H]4CC=C5C[C@@H](O[C@@H]6O[C@H](CO)[C@@H](O[C@@H]7O[C@@H](CO)[C@H](O)[C@H]7O)[C@H](O)[C@H]6O[C@@H]6O[C@@H](C)[C@H](O)[C@@H](O)[C@H]6O)CC[C@]5(C)[C@H]4CC[C@]3(C)[C@H]1[C@@H]2C	-36*	-98*	-90*	-81*	-97*	-84*	-100*	-95*
CCOc1ccc(Br)cc1/C=C(\C#N)c1ccc([N+](=O)[O-])cc1	44	68	86	.	85	71	82	67
c1ccc(Nc2nc3c(s2)CCCc2cc[nH]c2-3)nc1	83	56	111	151	88	86	57	96
O=C(Nc1ccc2[nH]ncc2c1)c1csc(Nc2ccccc2)n1	51	56	39	48	41	55	45	13
Nc1nn(C(=O)c2cccnc2)cc1-c1ccc(Cl)cc1	95	89	94	99	102	110	63	113
N#Cc1c(-c2ccc(Br)cc2)cc(-c2ccccc2)[nH]c1=O	113	85	87	116	93	99	84	111
COc1cc(-c2nc(SCC(=O)Nc3ccc(C(C)=O)cc3)[nH]c(=O)c2C#N)cc(OC)c1OC	35	42	35	.	29	38	49	25
COc1ccc(-c2nc3c(ccc4ccccc43)o2)cc1OC	82	94	102	120	96	100	91	110
C=C1C(=O)O[C@H]2[C@H]1CC/C(COC(=O)c1cc3cc(OC)ccc3[nH]1)=C\CC[C@@]1(C)O[C@@H]21	51	-94*	-88*	-97*	-81*	-77*	-96*	-95*
Nc1nc2c(s1)Nc1cc(Cl)c(Cl)cc1NC2=O	100	97	93	105	113	104	90	103
COC(=O)/C=C1\Sc2ccc(Cl)cc2NC1=O	107	109	109	129	117	112	87	.
Cc1ccccc1CN1C2=NCCN2C(=O)C2=C1CCN(S(=O)(=O)c1ccc(Cl)c(S(N)(=O)=O)c1)C2	114	105	109	105	107	51	91	99
CCCn1cnc2c(c1=N)C(c1ccc(Br)cc1)c1sc3c(F)cccc3c1O2 (centres undefined)	84	75	89	120	87	61	58	80
c1ccc(CN=C(Nc2ccc(C3=NCCN3)cc2)c2cccc(C(=NCc3ccccc3)Nc3ccc(C4=NCCN4)cc3)c2)cc1	109	108	102	92	113	134	105	105
Cc1nc2ccccc2c(/C=C/c2ccc(Cl)cc2)c1C(=O)/C=C/c1cccs1	79	78	87	125	72	47	54	84
O=C1Nc2cc(Cl)ccc2/C1=C/c1ccc(N2CCOCC2)s1	113	114	89	-3.9*	104	45	86	94
O=C(Nc1cccc(-c2cc(=O)c3ccccc3o2)c1)c1ccc2c(c1)OCO2	107	102	92	96	96	103	95	.
C=CCn1c(SCC(=O)Nc2ccc(C(=O)/C=C/c3ccc(Cl)cc3)cc2)nnc1-c1cc(-c2ccc(OC)cc2)nc2ccccc12	104	104	99	115	98	97	79	112
CC(/C=C/c1ccc(Br)cc1)=N\OCC(N)=O	96	99	97	114	98	93	83	111
O=C1CCCc2ccc([N+](=O)[O-])cc21	104	110	106	116	103	113	99	135
Cn1cc(C2=C(c3coc4cc(Br)ccc34)C(=O)N(O)C2=O)c2ccccc21	84	92	96	138	101	70	64	109
O=C1CCCOc2ccccc21	113	104	104	133	95	104	90	113
Nc1cccc(OCCOc2ccc([N+](=O)[O-])cc2)c1	106	89	100	99	96	110	70	104
NC(=O)c1ccsc1NC(=O)CSc1ccc(Br)cc1	101	117	86	101	99	104	97	106
O=C1C(=O)N2C(c3ccccc3)[C@@]3(O)C=C[C@]24[C@@H](C3)[C@H](O)c2ccccc2N14 (some centres undefined)	97	107	105	110	100	103	81	103
N/C(=N\S(=O)(=O)c1cccc(Br)c1)Nc1nc2ccccc2s1	77	103	101	126	96	91	66	100
Cc1ccnc(NS(=O)(=O)c2ccc(N=Nc3c(N)[nH]c(=S)[nH]c3=O)cc2)n1	114	96	100	116	96	105	100	96
O=C1c2ccccc2-c2ccc3c4ccc5c6c(ccc(c7ccc1c2c73)c64)-c1ccccc1C5=O	108	107	109	145	107	117	92	121
COc1cc(C2NC(=S)NC(C)=C2C(=O)OC(C)C)ccc1O (centres undefined)	101	105	95	106	106	107	85	.
O=C(O)c1cccc(=O)[nH]1	109	102	103	92	93	102	92	108
COc1ccc(/C=N\NC(=O)c2ccc(-c3nc4ccc(C)cc4[nH]3)cc2)cc1	97	101	96	100	103	101	87	111
C=C1C(=O)O[C@@H]2C[C@@H](C)C(=O)C/C=C(\C)CC[C@@H]12	112[2 µM]	102[2 µM]	106[2 µM]	113[2 µM]	103[2 µM]	110[2 µM]	98[2 µM]	117[2 µM]
COc1ccc2ncccc2c1	85	99	106	122	104	99	81	112
Oc1cccc(-c2nc(-c3n[nH]c(=S)o3)cc3c2[nH]c2ccccc23)c1	106	100	112	102	.	99	90	138
Cc1c(CCO)c(=O)oc2cc(OCC(O)CNC(C)C)ccc12 (centres undefined)	118	106	100	103	98	106	91	88
COc1ccc(/C=N/Nc2ncnc3c2c(C)nn3-c2ccc(Cl)cc2)cc1	103	104	108	97	100	105	80	111
O=C1S/C(=C\C=C\c2ccc([N+](=O)[O-])cc2)C(=O)N1c1ccc(F)cc1	110	94	99	102	93	93	73	100
Nc1nc(=O)n([C@H]2C[C@H](O)[C@@H](CO)O2)cc1CO	119	102	108	123	102	114	120	112
O=C(/C=C/c1cc(-c2ccc3c(c2)OCO3)n[nH]1)c1ccc(Cl)cc1	101	.	101	122	91	80	58	97
O=C1C=C(N2CCOCC2)C(=O)C=C1N1CCOCC1	101	100	98	96	.	104	99	113
COc1ccc2oc3cc(NCCN(C)C)ccc3c(=O)c2c1	55&92	59&74	77&103	99&106	64&82	88&90	67&83	93&107
Clc1ncccn1	102	96	106	94	88	107	91	110
COc1cc(-c2nc(-c3nnc(-c4cccnc4)o3)c3ccccn23)cc(OC)c1OC	108	99	89	109	100	103	75	115
CCOC(=O)c1ccc(NC2CCC(=O)N2)cc1 (centres undefined)	102	83	93	95	94	97	88	115
NC1=NC(c2ccccc2)N=C(Nc2nn[nH]n2)N1 (centres undefined)	101	102	100	96	100	108	.	101
CC(=O)OC[C@]12CC[C@H]3[C@@H](C[C@H]4O[C@]45CC=CC(=O)[C@]35C)[C@]1(O)CC[C@@]2(O)[C@@](C)(O)C1CC(C)=C(C)C(=O)O1 (some centres undefined)	-13*	-64*	-20*	-55*	-39*	-55*	-18*	-63*
N#CC(C#N)=C1NCCO1	96	100	104	109	91	112	87	119
Cc1ccc(S(=O)(=O)N=N/C=C2/C=CC=CN2O)cc1	106	109	98	106	96	118	103	119
CCc1cccc(CC)c1N1C(=O)CC(Sc2ccccc2N)C1=O (centres undefined)	106	97	115	111	103	113	90	113
O=C(O)CC1CC1(Cl)Cl (centres undefined)	116	104	98	105	106	110	92	.
O=[P@@]1(c2ccccc2)O[C@H](COCc2ccccc2)[C@@H](OCc2ccccc2)[C@H](OCc2ccccc2)[C@H]1NCc1ccccc1	42	10	14	13	-39*	.	-7.8*	29
CN(C)CCCNc1c2ccccc2nc2ccccc12	96	100	89	82	96	97	103	56
O=c1cc(-c2ccccc2)oc2cc(OCc3cn(Cc4ccc([N+](=O)[O-])cc4)nn3)cc(OCc3cn(Cc4ccc([N+](=O)[O-])cc4)nn3)c12	110	86	101	107	85	95	81	86
COc1ccc(C(C)=O)cc1N	97	105	90	86	.	107	98	106
NC(CCCCOc1ccccc1)C(=O)O (centres undefined)	102	.	97	85	116	106	87	123

17 compounds from above, ordered by formula weight, smallest number first:
SMILES	SK-OV-3	ACHN	786-0	TK-10	SN12C	IGROV1	UO-31	RXF 393
Clc1ncccn1	102	96	106	94	88	107	91	110
N#CC(C#N)=C1NCCO1	96	100	104	109	91	112	87	119
COc1ccc(C(C)=O)cc1N	97	105	90	86	.	107	98	106
O=C(O)CC1CC1(Cl)Cl (centres undefined)	116	104	98	105	106	110	92	.
NC(CCCCOc1ccccc1)C(=O)O (centres undefined)	102	.	97	85	116	106	87	123
CCOC(=O)c1ccc(NC2CCC(=O)N2)cc1 (centres undefined)	102	83	93	95	94	97	88	115
NC1=NC(c2ccccc2)N=C(Nc2nn[nH]n2)N1 (centres undefined)	101	102	100	96	100	108	.	101
O=C1C=C(N2CCOCC2)C(=O)C=C1N1CCOCC1	101	100	98	96	.	104	99	113
CN(C)CCCNc1c2ccccc2nc2ccccc12	96	100	89	82	96	97	103	56
Cc1ccc(S(=O)(=O)N=N/C=C2/C=CC=CN2O)cc1	106	109	98	106	96	118	103	119
COc1ccc2oc3cc(NCCN(C)C)ccc3c(=O)c2c1	55&92	59&74	77&103	99&106	64&82	88&90	67&83	93&107
O=C(/C=C/c1cc(-c2ccc3c(c2)OCO3)n[nH]1)c1ccc(Cl)cc1	101	.	101	122	91	80	58	97
CCc1cccc(CC)c1N1C(=O)CC(Sc2ccccc2N)C1=O (centres undefined)	106	97	115	111	103	113	90	113
O=C1S/C(=C\C=C\c2ccc([N+](=O)[O-])cc2)C(=O)N1c1ccc(F)cc1	110	94	99	102	93	93	73	100
COc1ccc(/C=N/Nc2ncnc3c2c(C)nn3-c2ccc(Cl)cc2)cc1	103	104	108	97	100	105	80	111
COc1cc(-c2nc(-c3nnc(-c4cccnc4)o3)c3ccccn23)cc(OC)c1OC	108	99	89	109	100	103	75	115
O=c1cc(-c2ccccc2)oc2cc(OCc3cn(Cc4ccc([N+](=O)[O-])cc4)nn3)cc(OCc3cn(Cc4ccc([N+](=O)[O-])cc4)nn3)c12	110	86	101	107	85	95	81	86

(further entries)
SMILES	SK-OV-3	ACHN	786-0	TK-10	SN12C	IGROV1	UO-31	RXF 393
COc1cc(C)ccc1Oc1nc(Nc2ccc(N3CCOCC3)cc2)ncc1N=Cc1ccc(Cl)cc1	44	49	62	71	53	38	42	47
Cc1ccc(CSc2nc(-c3ccc(Cl)cc3)c(C#N)c(N3CCOCC3)n2)cc1	98	99	88	105	98	106	86	88
NC(=O)n1c(=O)n(-c2cccc(C(F)(F)F)c2)c(=O)c2cc(-c3ccc(F)cc3F)ccc21	-13*	-3.9*	45	8.6*	1.5*	15	4.5*	-2.5*
O=c1c2ccccc2nc2n1CCc1c-2[nH]c2c(Cl)c(Cl)ccc12	103	92	81	91	93	95	87	.
Cc1ccc(S(=O)(=O)NC(CC(=O)OCc2ccccc2)C(=O)OCc2ccccc2)cc1 (centres undefined)	118	100	109	110	94	116	87	102
CCc1ccc(C2CC(c3cccc(Br)c3)=NN2c2ccc(S(N)(=O)=O)cc2)cc1 (centres undefined)	102	104	92	113	104	121	93	108
Cc1ccc(/C(=N\c2sc(-c3ccccc3)nc2-c2ccccc2)N2CCN(c3ccccc3F)CC2)cc1	113	96	100	112	85	107	85	115
O=C1c2cccc(Oc3ccccc3)c2C(=O)c2cccc(Oc3ccccc3)c21	93	94	100	117	96	.	88	33
Cc1cn([C@H]2C[C@H](N=[N+]=[N-])[C@@H](CO)O2)c(=O)[nH]c1=O	104	105	88	104	116	104	95	.
Clc1ccccc1CNc1c2ccccc2nc2ccccc12	55	12	25	43	28	18	17	15
COc1ccc(/C(C)=N/N=C2C(=O)N(Cc3ccccc3)c3ccccc32)cc1S(N)(=O)=O	112	91	93	114	82	99	80	78
C/C(=C(/c1ccc(Cl)cc1)c1ccc(OCCN2CCCC2)cc1)c1ccccc1	121	83	75	88	81	66	63	67
CC(=O)CCC(CCC(C)=O)(CCC(C)=O)[N+](=O)[O-]	106	111	100	96	103	96	80	102

Screens deposited in PubChem BioAssay by NCI.
